# KCNK3 block: human KCNK3 channel inhibitors, primary screen, CHO cells, FluxOR thallium flux, B-score | Potassium channel subfamily K member 3 (Homo sapiens), O14649 | FluxOR fluorescence; hits give low values | B-score at 10 µM | actives 0.84% (n = 340,000);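 active = B-score under library mean minus 4 SD, starting fluorescence ratio at most library mean plus 5 SD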;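 note: more negative B-score means stronger inhibition of thallium flux through KCNK3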
# ANO1 block: TMEM16A chloride channel inhibitors, primary screen, cell-based, HTS; Anoctamin-1 (Mus musculus), Q8BHY3; HEK293 TMEM16A/YFP iodide influx fluorescence, ionomycin; normalized B-score (activity score, 25-100; higher = stronger inhibition) at 10 µM; actives 1.2% (n = 310,000); AID 588511, 2011;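 active = ratio plate-corrected score three or more library SD toward inhibition, starting fluorescence score within five deviations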;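 note: score derived from kinetic fluorescence span divided by baseline fluorescence per well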
# MrgX1 allo act: positive allosteric modulators of MrgX1, primary screen, HEK293 cells, Fluo-4 calcium flux; Mas-related G-protein coupled receptor member X1 (Homo sapiens), Q96LB2; FDSS; hits give high values; B-score at 10 µM; actives 0.63% (n = 310,000); AID 588675, 2011;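 active = plate-corrected calcium response at least 3 library SD above typical, normal starting fluorescence, not activating the receptor alone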;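 note: compound read alongside a low EC10 to EC30 dose of BAM8-22 agonist; peak minus trough fluorescence over baseline measured at the second addition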
# RGS4 block: RGS4 inhibitors, primary screen, cell-based, HEK293 M3R inducible RGS4, calcium flux. Regulator of G-protein signaling 4 (Homo sapiens), P49798. Fluo-4 calcium flux; hits give high values; triggered by carbachol at its EC20. B-score at 10 µM. actives 0.45% (n = 310,000);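 active = B-score, a plate-corrected calcium signal, over three deviations above library mean, with baseline fluorescence within five deviations of library mean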;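 note: RGS4 expression induced by doxycycline in cells with stable M3 receptor; B-score is computed from the integrated fluorescence ratio over baseline after carbachol; higher B-score means a larger calcium signal and so more RGS4 inhibition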
# TMEM16A act: TMEM16A chloride channel activators or potentiators, primary screen, cell-based, HTS. B-score at 10 µM. HEK293 TMEM16A/YFP-H148Q/I152L, iodide quench fluorescence; hits give low values. actives 0.3% (n = 340,000);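 active = fluorescence-ratio B-score plate-corrected deviation score at least 3 library SD below zero, with starting fluorescence score within 5 deviations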;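 note: channel opened by trigger with iodide after compound preincubation; score built on the fluorescence ratio of max minus min over baseline; more negative score means more quench and so TMEM16A activation or potentiation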
# KCNK9 inh: KCNK9 potassium channel inhibitors, primary screen, HEK293 cells, thallium flux | Potassium channel subfamily K member 9 (Homo sapiens), Q9NPC2 | FluxOR thallium flux fluorescence; hits give low values | B-score at 10 µM | actives 1.2% (n = 310,000) | AID 488922, 2010;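 active = ratio B-score over 3 SD below the library mean, with starting fluorescence within 5 SD of its mean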;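 note: negative B-score means less thallium flux so channel inhibition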
# Target sequence (Q9NPC2 whole entry, looked up): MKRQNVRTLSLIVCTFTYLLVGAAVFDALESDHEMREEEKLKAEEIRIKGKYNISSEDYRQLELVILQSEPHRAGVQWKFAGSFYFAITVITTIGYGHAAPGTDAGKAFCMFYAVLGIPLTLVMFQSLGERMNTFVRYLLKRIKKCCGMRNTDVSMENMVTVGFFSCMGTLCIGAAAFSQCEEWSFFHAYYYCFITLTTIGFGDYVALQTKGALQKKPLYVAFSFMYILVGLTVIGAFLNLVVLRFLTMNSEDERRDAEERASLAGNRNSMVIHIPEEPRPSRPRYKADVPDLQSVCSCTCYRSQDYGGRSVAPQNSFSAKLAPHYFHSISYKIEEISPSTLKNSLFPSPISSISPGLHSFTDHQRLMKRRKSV
# MrgX1 ag: agonists of human MrgX1 receptor, primary screen, HEK293 cells, Fluo-4 calcium flux; Mas-related G-protein coupled receptor member X1 (Homo sapiens), Q96LB2; Fluo-4 calcium fluorescence, agonist mode; hits give high values; B-score at 10 µM; actives 0.44% (n = 310,000); AID 588627, 2011;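 active = calcium response B-score plate-corrected fluorescence ratio at least 3 library SD, with starting fluorescence B-score inside 5 SD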
#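 System – MrgX1-expressing HEK293 cells · Incubation – cells plated overnight, dye loaded 0.5 h 37 °C, 0.5 h room temperature · Technique – kinetic Fluo-4 NW fluorescence of intracellular calcium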
# KCNQ1 block: inhibitors of human KCNQ1 channel, primary screen, cell-based, thallium flux, high-throughput | Potassium voltage-gated channel subfamily KQT member 1 (Homo sapiens), P51787 | CHO-K1 KCNQ1, FluxOR thallium flux fluorescence; hits give high values | B-score at 10 µM | actives 1.3% (n = 310,000);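 active = compounds whose thallium flux B-score, printed positive for inhibition, exceeds three library SD while starting fluorescence stays within three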;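 note: channel opened by potassium depolarization with thallium stimulus after 20 min compound exposure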
# Target sequence (P51787 whole entry, looked up): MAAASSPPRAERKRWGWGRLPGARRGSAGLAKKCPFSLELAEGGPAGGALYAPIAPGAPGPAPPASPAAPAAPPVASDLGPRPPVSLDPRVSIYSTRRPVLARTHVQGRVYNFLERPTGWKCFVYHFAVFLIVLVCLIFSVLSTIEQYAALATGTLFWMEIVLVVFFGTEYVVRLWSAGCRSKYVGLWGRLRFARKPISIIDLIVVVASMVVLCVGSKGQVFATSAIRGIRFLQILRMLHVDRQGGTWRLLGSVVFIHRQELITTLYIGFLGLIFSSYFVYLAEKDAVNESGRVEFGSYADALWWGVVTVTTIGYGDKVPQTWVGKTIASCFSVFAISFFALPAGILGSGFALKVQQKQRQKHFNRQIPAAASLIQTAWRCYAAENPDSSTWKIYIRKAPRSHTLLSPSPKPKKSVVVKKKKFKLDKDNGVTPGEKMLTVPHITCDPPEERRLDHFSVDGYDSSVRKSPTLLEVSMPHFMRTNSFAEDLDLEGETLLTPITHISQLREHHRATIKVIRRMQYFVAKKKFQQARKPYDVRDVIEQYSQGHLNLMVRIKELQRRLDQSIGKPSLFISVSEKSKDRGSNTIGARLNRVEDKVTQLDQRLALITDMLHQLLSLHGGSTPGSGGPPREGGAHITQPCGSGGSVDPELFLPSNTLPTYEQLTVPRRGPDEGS
# RGS4 act: RGS4 potentiators or activators, primary screen, cell-based, HEK293 M3R inducible RGS4, calcium flux. carbachol calcium flux Fluo4; hits give low values. B-score at 10 µM. actives 0.92% (n = 310,000);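 active = B-score of the integrated calcium signal more than 4 SD below the library mean, with starting fluorescence not abnormally high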;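 note: negative B-score means reduced calcium response which marks RGS4 activation or potentiation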
#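 test system = M3R-expressing HEK293 line, RGS4 induced by doxycycline | probe or stimulus = carbachol at ECmax as muscarinic agonist stimulus | timing = dye loading 30 min 37 °C, buffer rest 30 min RT | signal = calcium dye Fluo4 fluorescence | evaluation = B score from integrated fluorescence ratio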
# hERG protect: hERG rescue from dofetilide block, primary screen, cell-based, CHO-hERG, FluxOR thallium flux, dofetilide IC70; dofetilide IC70 present; activation (rescue from dofetilide block), less the hit threshold, % at 10 µM; actives 0.51% (n = 310,000);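 active = activation above the mean of controls blocked by dofetilide plus 5 SD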;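 note: thallium influx through hERG after potassium depolarization seen as dye fluorescence rise; in these data hits start at about 4.7%; inactives centre near -7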
# KCNQ1 pot: potentiators or activators of KCNQ1 channel, primary screen, cell-based, thallium flux, high-throughput; CHO-K1 KCNQ1, thallium flux FluxOR fluorescence; hits give high values; B-score at 10 µM; AID 2648, 2010; Potassium voltage-gated channel subfamily KQT member 1 (Homo sapiens), P51787; actives 0.35% (n = 310,000);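 active = fluorescence ratio B-score, a plate-corrected score, at least three library SD, with initial intensity B-score within 5 SD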
#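 Doses: Single concentration per compound, DMSO matched to controls | Test system: KCNQ1-transfected CHO-K1 cells | Timing: 90 min dye loading and 20 min compound exposure, both at room temperature | Measured by: Kinetic FluxOR thallium fluorescence, 10-s 1-Hz baseline, 110-s post-stimulus read | Medium: Assay buffer with matched DMSO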
# An asterisk follows results filed as active; i = inactive; . = not tested or not shown.
SMILES,KCNK3 block,ANO1 block,MrgX1 allo act,RGS4 block,TMEM16A act,KCNK9 inh,MrgX1 ag,KCNQ1 block,RGS4 act,hERG protect,KCNQ1 pot
O=C(Nc1ccc(F)cc1)NC1CCCCC1,i,i,i,i,i,i,i,i,i,-4,i
Cc1ccc(S(=O)(=O)N2CCCCC2CCNC(=O)C(=O)NC2CCCC2)cc1 (stereo not drawn),i,i,i,i,i,i,i,i,i,-17,i
CC(=O)Nc1ccc(NC(=O)c2c(-c3ccccc3Cl)noc2C)c(C)c1,i,i,i,i,i,i,i,i,i,-7,i
COc1cc(C2c3sc(=O)[nH]c3SC3C(=O)N(c4ccc(Br)cc4)C(=O)C32)ccc1O (stereo not drawn),i,i,i,i,i,i,i,i,i,-21,i
COc1ccccc1C(=O)Nc1cccnc1,i,i,i,i,i,i,i,i,i,0,i
COc1ccc(NC(=O)c2ccccc2NS(=O)(=O)c2ccc(C)cc2)c([N+](=O)[O-])c1,i,i,i,i,i,i,i,i,i,-10,i
CCOc1ccc(C(=O)NC(C(=O)NCC2CCCO2)C(C)C)cc1 (stereo not drawn),i,i,i,i,i,i,i,i,i,-7,i
Cc1cc2oc(=O)cc(CN3CCN(Cc4ccc5c(c4)OCO5)CC3)c2cc1C,i,i,i,i,i,i,i,i,i,-7,i
Oc1ccc(-c2csc(-c3ccccc3)n2)cc1O,i,i,i,5.8*,i,i,i,i,i,-20,i
COc1ccc(Cc2nn3c(-c4ccccc4OC)nnc3s2)cc1,i,i,i,i,i,i,i,i,i,-3,i
COc1ccccc1C(=O)Nc1ccc(C(=O)/C=C/c2cccs2)cc1,i,i,i,i,i,i,i,i,i,-7,i
Cc1cccc(C)c1N1CCN(C(=O)N2CCCCC2)CC1,i,i,i,i,i,i,i,i,i,-7,i
COc1ccc(-c2nnn(CC#N)n2)cc1OC,i,i,i,.,i,.,i,.,.,.,.
COc1ccc([N+](=O)[O-])cc1NC(=O)COC(C)=O,i,i,i,i,i,i,i,i,i,-7,i
Cc1cccc(NC(=O)C2Cc3ccccc3CN2C(=O)OCc2ccccc2)c1C (stereo not drawn),i,i,i,i,i,i,i,i,i,-9,i
Cc1ccc(Cc2nc(-c3cccc(C)c3)no2)cc1,i,i,i,i,i,i,i,i,i,-4,i
CC(C)Oc1ccccc1-c1cc(C(=O)N/N=C/c2cccnc2)c2ccccc2n1,i,i,i,i,i,i,i,i,i,-18,i
COc1ccc(C(=O)/C=C/c2ccc(OC)c(COc3ccccc3F)c2)cc1,i,i,i,i,i,-16*,i,i,i,-9,i
CCN(CCn1cccn1)C(=O)c1cc(COc2cc(C)ccc2C)on1,i,i,i,i,i,i,i,i,i,-4,i
N#CC(=NCc1cccnc1)C1=C(O)c2ccccc2C1=O,i,i,i,i,i,i,i,i,i,-11,i
COCCNC(=S)N/N=C(\C)c1ccc(-n2ccnc2)cc1,i,i,i,i,i,i,i,i,i,-5,i
Cc1onc(-c2ccccc2)c1C(=O)Nc1sc2c(c1C#N)CCC(C)C2 (stereo not drawn),i,i,i,i,i,i,i,i,i,1,i
CCCCNC(=S)NNC(=O)c1cc(-c2cccnc2)nc2ccccc12,i,i,i,i,i,i,i,i,i,-7,i
O=C(NNC(=O)C12CC3CC(CC(C3)C1)C2)c1cnccn1,i,i,i,i,i,i,i,i,i,-4,i
c1ccc(-c2nc(NCCCn3ccnc3)c3ccccc3n2)cc1,-11*,i,i,i,i,i,i,i,i,-31,i
COC(=O)c1cccc(-n2c(CCC(=O)O)ccc2-c2cccs2)c1,i,i,i,i,i,i,i,i,i,-4,i
Cc1cc(C(=O)COC(=O)c2ccc[nH]c2=O)c(C)n1-c1ccc(F)cc1,i,i,i,i,i,i,i,i,i,-6,i
Clc1ccc(-c2cc(-c3nnc4n3CCCCC4)c3ccccc3n2)cc1,i,i,i,i,i,i,i,i,i,-14,i
O=C1CNC(=S)N1CCc1ccc(O)c(O)c1,i,i,i,i,i,i,i,i,i,-7,i
C#CCNC(=O)C1=C[C@H](c2coc3ccccc3c2=O)[C@@H](CCCO)[C@H](OCC)O1,i,i,i,i,i,i,i,i,i,-6,i
CNc1cc(N2CCCC2)ccc1[N+](=O)[O-],i,i,i,i,i,i,i,i,i,-1,i
Cc1ccc(NC(=O)CCCCCN2C(=O)[C@@H]3Cc4ccccc4CN3C2=O)c(C)c1,i,i,i,i,i,i,i,i,i,-12,i
O=S(=O)(c1cc(Cl)c(Cl)cc1Cl)N1CCN2CCCC2C1 (stereo not drawn),i,i,i,i,i,i,i,i,i,-6,i
O=C(N[C@@H](Cc1ccccc1)C(=O)OCc1ccccc1)c1nc[nH]c1C(=O)N1CCc2ccccc2C1,i,i,i,i,i,i,i,6*,i,-8,i
Cc1ccc(S(=O)(=O)N(CC(=O)Nc2ccc(Cl)cc2)C(=O)N2CCN(C)CC2)cc1,i,.,.,i,i,i,.,i,i,-6,i
COc1ccc(C(=O)NCCS(=O)(=O)N(C)Cc2ccccc2)cc1,i,i,i,i,i,i,i,i,i,-8,i
COc1ccccc1CN1CCN(Cc2nc(-c3ccccc3)no2)CC1,i,i,i,i,i,i,i,i,i,-14,i
COc1ccc(S(=O)(=O)N2CCN(C)CC2)cc1NC(=O)c1ccccc1C,i,i,i,i,i,i,i,i,i,3,i
CCC(=O)Nc1ccc2c(c1)nc(CCN1CCN(C)CC1)n2C,i,i,i,i,i,i,i,i,i,-1,i
COc1ccccc1CN1CC(C(=O)NCc2ccc(SC)cc2)CCC1=O (stereo not drawn),i,.,.,i,i,i,.,i,i,-3,i

# As a working copy, part of the list above:
SMILES,KCNK3 block,ANO1 block,MrgX1 allo act,RGS4 block,TMEM16A act,KCNK9 inh,MrgX1 ag,KCNQ1 block,RGS4 act,hERG protect,KCNQ1 pot
Cc1ccc(S(=O)(=O)N(CC(=O)Nc2ccc(Cl)cc2)C(=O)N2CCN(C)CC2)cc1,i,.,.,i,i,i,.,i,i,-6,i
COc1ccc(C(=O)NCCS(=O)(=O)N(C)Cc2ccccc2)cc1,i,i,i,i,i,i,i,i,i,-8,i
COc1ccccc1CN1CCN(Cc2nc(-c3ccccc3)no2)CC1,i,i,i,i,i,i,i,i,i,-14,i
COc1ccc(S(=O)(=O)N2CCN(C)CC2)cc1NC(=O)c1ccccc1C,i,i,i,i,i,i,i,i,i,3,i

# Next section:
SMILES,KCNK3 block,ANO1 block,MrgX1 allo act,RGS4 block,TMEM16A act,KCNK9 inh,MrgX1 ag,KCNQ1 block,RGS4 act,hERG protect,KCNQ1 pot
COc1ccc(-c2cc(C(=O)Nc3cc(Cl)ccc3O)no2)cc1,i,i,i,i,i,i,i,i,i,-4,i
CCn1c(=O)n(CC(=O)NC2CCCC(C)C2C)c(=O)c2ccccc21 (stereo not drawn),i,i,i,i,i,i,i,i,i,-3,i
N#Cc1ccccc1OCc1nnc(-c2ccccc2Br)o1,i,i,i,i,i,i,i,i,i,-10,i
CS(=O)(=O)N(CC(=O)N1CCOCC1)c1cc(C(F)(F)F)ccc1Cl,i,i,i,i,i,i,i,i,i,7.3*,i
O=C(COC(=O)c1cccc(NS(=O)(=O)c2ccc(F)c(F)c2)c1)NC(=O)NC1CCCCC1,i,i,i,i,i,i,i,i,i,-9,i
CCN(CC)c1ccc(/C=C2\NC(=O)NC2=O)cc1,i,i,i,i,i,i,i,i,i,-11,i
Cc1ccc(S(=O)(=O)Nc2nc3ccccc3nc2NCC2CCCO2)cc1C (stereo not drawn),i,i,i,i,i,i,i,i,i,-9,i
CN(CC(=O)Nc1ccccc1C(F)(F)F)C(=O)CSc1nnnn1C,i,i,i,i,i,i,i,i,i,-9,i
CNCC(=O)Nc1ccc(Cl)c(C(F)(F)F)c1,i,i,i,i,i,i,i,i,i,-2,i
Cc1cc(C(=O)NC(C)CCc2ccccc2)ccc1[N+](=O)[O-] (stereo not drawn),i,i,i,i,i,i,i,i,i,-5,i
O=C(CN1C(=O)NC2(CCCC2)C1=O)N1CCN(C(=O)c2ccco2)CC1,i,i,i,i,i,i,i,i,i,-8,i
O=C(c1ccc(CN2CCc3ccccc3C2)cc1)N1CCc2ccccc2C1,i,i,i,i,i,i,i,i,i,-7,i
COc1cccc(NC(=O)CCNS(=O)(=O)c2ccc(Br)s2)c1,i,i,i,i,i,i,i,i,i,-7,i
Cc1cc(NS(=O)(=O)c2ccc(NC(=O)c3c(F)c(F)c(F)c(F)c3F)cc2)nc(C)n1,i,i,i,i,i,i,i,i,i,-7,i
COc1ccccc1N1CCN(CCN2C(=O)C3CCCN3C2=O)CC1 (stereo not drawn),i,i,i,i,i,i,i,i,i,-4,i
COCCN(C(=O)c1ccco1)c1nnc(-c2ccc(F)cc2)s1,i,i,i,i,i,i,i,i,i,-10,i
COc1ccccc1CCC(=O)N(CCC1=CCCCC1)c1c(N)n(Cc2ccccc2)c(=O)[nH]c1=O,i,i,i,i,i,i,i,i,i,-9,i
COc1ccc(CC(=O)OCc2nnc(-c3ccccc3)o2)cc1,i,i,i,i,i,i,i,i,i,-5,i
Cc1ccc(CNC(=O)C2CCCN2C(=O)NCc2ccccc2)cc1 (stereo not drawn),i,i,i,i,i,i,i,i,i,-13,i
COc1ccc(NC(=O)CN2C(=O)COc3ccc(C)cc32)c(OC)c1,i,i,i,i,i,i,i,i,i,-10,i
COc1ccc(C(=O)C(CCCCC(CN(C)C)C(=O)c2ccc(OC)cc2)CN(C)C)cc1 (stereo not drawn),i,i,i,i,i,i,i,i,i,-11,i

# Screening data deposited in PubChem BioAssay by Johns Hopkins Ion Channel Center.
